DTT redox prof: compounds producing H2O2 with reducing agent – biochemical, NIH compound library profiling, artefact control for MLSCN library redox annotation, primary screen. DTT-dependent redox cycling H2O2, phenol red/HRP absorbance; 100% = 100 µM peroxide control, 0% = buffer. activation, % at 10 µM. actives 0.03% (n = 200,000). AID 878, 2007;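 active means activation of at least 50% relative to the plate's high and low controls in the primary single-dose screen; inactive means activation below 50%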;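 further: compound incubated with DTT at 0.8 mM final as the reducing agent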
NF-kB expr up: activators of NF-kB expression in neurons, primary screen, cell-based, HTS | human neuronal cells, NF-kB reporter expression; active compounds read high | fold change at 12.5 µM | actives 1.6% (n = 190,000); in the data active means fold change above about 3.3
Hsp70 activator: Hsp70 transcriptional activators, primary screen, cell-based, HeLa, Hsp70 promoter luciferase, luminescence, 10 µM; HeLa Hsp70 promoter luciferase reporter; scaled: vehicle 0, proteasome-inhibitor control 100%; activation, % at 10 µM; actives 0.04% (n = 200,000); AID 1203, 2008;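 active means activation above the mean across all tested compounds plus 3 SD, cutoff set per campaign, cut at about 5.5% in these data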;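 further: 100% = MG132 at 30 µM as the positive control and 0% = DMSO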
STAT1 activator: STAT1 signaling activators, primary screen, cell-based, HTS, luciferase reporter. NIH 3T3 STAT1-luciferase reporter, IFN-gamma, luminescence; 100% = IFN-gamma alone, no compound. AID 932, 2007. activation (% of control), % at 5.5 µM. actives 2.6% (n = 200,000);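 active means activation above the screen-wide mean activation plus 3 SD, cut at about 130% in these data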;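 further: raw ratio to IFN-gamma control signal so 100% means no change and 0% no light; values of inactives mirror those of a sister screen read the other way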
APP 5'UTR act: activators of APP 5'UTR luciferase reporter, primary screen, SH-SY5Y cells. SH-SY5Y APP 5'UTR luciferase reporter, luminescence; zero percent = DMSO vehicle wells. AID 1276, 2008. activation, % at 2 µM. actives 1% (n = 190,000);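 active means activation above a set limit, based on mean plus 3 SD of controls, cut at about 140% in these data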; further: values of inactives mirror those of a sister screen read the other way
STAT1 blocker: STAT1 signaling inhibitors, primary screen, cell-based, HTS, luciferase reporter. NIH 3T3 STAT1-luciferase reporter, IFN-gamma, luminescence. inhibition, % at 5.5 µM. actives 0.35% (n = 200,000). AID 920, 2007;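 active means inhibition above a set limit, the mean inhibition across all tested compounds plus 3 SD, cut at about 34% in these data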;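 further: 0% = IFN-gamma with DMSO and 100% = IFN-gamma with 300 µM nifuroxazide; values of inactives mirror those of a sister screen read the other way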
STAT3 inh: IL-6 driven STAT3 reporter inhibitors, primary screen, U3A cells, luciferase, luminescence, MLSCN library | IL-6 STAT3-luciferase reporter; host cell line lacks STAT1 | inhibition, % at 5.5 µM | actives 0.89% (n = 190,000) | AID 862, 2007;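 active means inhibition above the mean inhibition across all screened compounds plus 3 SD, cut at about 44% in these data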;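 further: 0% = DMSO only wells and 100% = 100 µM nifuroxazide control wells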
HMGR II inh: inhibitors of E. faecalis class II HMGR, primary screen, biochemical, Enterococcus faecalis. HMG-CoA reductase (Enterococcus faecalis, mvaE). inhibition, % at 10 µM. actives 0.41% (n = 190,000). purified E. faecalis HMGR, NADPH absorbance 340 nm kinetic;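 active means inhibition above a set limit, the median over all tested compounds plus 3 SD, cut at about 9.5% in these data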;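 further: enzyme runs in reverse so mevalonate oxidation gives rising NADPH absorbance; 0% = complete reaction with DMSO and 100% = background rate lacking mevalonate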
STAT3 activator: IL-6 driven STAT3 reporter potentiators, primary screen, U3A cells, luciferase, luminescence, MLSCN library; IL-6 STAT3-luciferase reporter; 100% = signal with IL-6 EC80 alone; activation (% of control), % at 5.6 µM; actives 0.91% (n = 190,000); AID 871, 2007;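 active means activation above the screen-wide mean of compound activation plus 3 SD, cut at about 130% in these data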;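 further: 0% = background luminescence of wells with medium and substrate only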
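Assay system – human STAT1-deficient U3A cells with stable STAT3-luciferase reporter · Also added – IL-6 (33 ng/mL) · Schedule – compound 1 h, then IL-6 6 h at 37 °C · Technique – reporter luminescence signal · Evaluation – % activation versus median of IL-6-stimulated wells · Benchmarks – IL-6-only wells as 100% reference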
TLR4 MyD88 comp: inhibitors of TLR4-MyD88 association in cells, primary screen, cell-based, HeLa CL3-4, BLA complementation, FRET ratio; actives 0.18% (n = 200,000); HeLa CL3-4 TLR4/MyD88 BLA complementation; inhibition, % at 8.4 µM; in the data active means inhibition above about 25%;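 further: 0% = vehicle and 100% = reference inhibitor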
Target sequence (O00206 whole entry, looked up): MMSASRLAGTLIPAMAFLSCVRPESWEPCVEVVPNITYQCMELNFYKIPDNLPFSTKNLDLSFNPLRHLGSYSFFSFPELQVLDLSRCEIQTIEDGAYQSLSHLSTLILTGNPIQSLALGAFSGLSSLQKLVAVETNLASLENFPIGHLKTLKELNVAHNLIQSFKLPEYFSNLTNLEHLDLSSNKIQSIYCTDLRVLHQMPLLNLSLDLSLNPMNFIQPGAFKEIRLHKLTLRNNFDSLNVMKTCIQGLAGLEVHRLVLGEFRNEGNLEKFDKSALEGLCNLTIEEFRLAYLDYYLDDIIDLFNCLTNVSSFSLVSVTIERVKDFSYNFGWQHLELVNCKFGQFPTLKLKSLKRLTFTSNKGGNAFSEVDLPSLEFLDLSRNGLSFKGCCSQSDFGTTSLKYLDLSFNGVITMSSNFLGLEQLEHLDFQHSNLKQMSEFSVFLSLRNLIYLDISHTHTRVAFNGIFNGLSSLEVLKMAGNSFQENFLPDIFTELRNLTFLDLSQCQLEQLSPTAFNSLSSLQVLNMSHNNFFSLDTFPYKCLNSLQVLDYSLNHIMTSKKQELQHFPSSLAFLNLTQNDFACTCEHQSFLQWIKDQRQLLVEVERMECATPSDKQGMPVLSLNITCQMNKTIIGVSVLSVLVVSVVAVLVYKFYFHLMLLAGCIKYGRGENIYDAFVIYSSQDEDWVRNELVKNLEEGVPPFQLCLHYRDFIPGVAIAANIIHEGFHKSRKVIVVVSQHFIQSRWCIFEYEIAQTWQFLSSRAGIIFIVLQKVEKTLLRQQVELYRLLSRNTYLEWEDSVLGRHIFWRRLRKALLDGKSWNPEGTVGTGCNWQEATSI
Target sequence (Q99836 whole entry, looked up): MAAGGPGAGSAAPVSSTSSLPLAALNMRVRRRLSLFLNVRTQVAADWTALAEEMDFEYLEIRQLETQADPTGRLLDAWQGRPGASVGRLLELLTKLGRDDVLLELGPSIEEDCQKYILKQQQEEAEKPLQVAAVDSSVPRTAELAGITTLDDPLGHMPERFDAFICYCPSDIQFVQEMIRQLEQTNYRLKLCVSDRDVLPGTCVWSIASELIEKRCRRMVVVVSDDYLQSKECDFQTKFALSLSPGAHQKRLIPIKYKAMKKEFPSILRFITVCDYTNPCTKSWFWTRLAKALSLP
Numbers without * were called inactive; / = not tested or not shown.

SMILES	APP 5'UTR act	STAT1 activator	STAT3 inh	NF-kB expr up	STAT1 blocker	STAT3 activator	TLR4 MyD88 comp	DTT redox prof	HMGR II inh	Hsp70 activator
CC(=O)Nc1ccc(C(=O)CSc2nc3ccc(C)cc3[nH]2)cc1	0	125	-25	0.91	-28	121	5	0.3	-7	0.3
COc1ccc(CCNC(=O)c2noc3c2CCCC3)cc1OC	-5	104	4	0.91	-2	102	9	-3.1	-4	0.0
CC(=O)c1ccc(NC(=O)C2C3C=CC(C3=C(c3ccccc3)c3ccccc3)C2C(=O)O)cc1 (stereo not drawn)	29	96	14	1.1	3	90	-7	0.2	0	0.0
CC1(C)CC(=O)C(C2C3=C(CC(C)(C)CC3=O)Oc3ccccc32)=C(O)C1 (stereo not drawn)	-6	101	12	1	-1	94	-8	-0.3	-4	-0.3
N#C/C(=C1/CCCN1)c1ccccn1	2	93	1	1	8	104	1	-1.6	-3	0.1
CCN(CC)S(=O)(=O)c1ccc(C)c(NC(=O)COc2ccc3c(C)cc(=O)oc3c2)c1	-15	94	6	0.92	6	99	-9	0.6	-11	-0.3
CCCC(=O)NC(=S)Nc1ccc(C(C)=O)cc1	18	127	2	1.6	-31	103	-1	-0.3	1	-0.3
CCOC(=O)n1c(=O)oc2cc(S(=O)(=O)N3CCCCC3)ccc21	-1	99	9	1.3	1	96	-12	2.3	-3	-0.1
O=C(/C=C/Nc1ccccc1)c1ccc(Oc2ncccn2)cc1	22	156*	43	3.5*	-66	68	1	0.7	6	0.2
O=C(CCn1ccc([N+](=O)[O-])n1)Nc1nccs1	-8	100	10	1	-1	95	8	-1.4	-6	-0.2
CCN(CC)c1ccc(O)c(C=Nc2ccc(C)c(C)c2)c1	-11	100	8	1.2	-1	99	11	-0.4	-5	0.0
O=C(CN1C(=O)c2ccccc2S1(=O)=O)NC(Nc1ccccc1F)C(Cl)(Cl)Cl (stereo not drawn)	0	106	2	/	-7	104	-10	-1.1	-2	0.3
COc1cc(C(=O)NCc2cccc3ccccc23)cc(Cl)c1OC	2	97	10	0.77	3	98	14	-3.7	-5	-0.2
COc1ccc(-c2cc(-c3n[nH]c(=S)n3-c3cc(OC)ccc3OC)[nH]n2)cc1	-22	96	22	0.99	4	82	12	-0.2	-5	-0.3
CNc1nc(C)cc(C)c1S(=O)(=O)c1ccc(Cl)cc1	-6	97	14	0.94	4	91	-13	-4.9	0	-0.4
C/C(=N/NC(=O)c1cn(-c2cccc(C)n2)cn1)c1ccc(C)cc1	16	98	13	1	2	97	3	1.7	1	-0.2
O=C(NCC1CCCO1)c1cc2c(s1)CS(=O)(=O)C2 (stereo not drawn)	5	98	10	1.1	3	95	15	-2.4	-6	-0.2
NC(=O)CSc1nc2c(sc3ccccc32)c(=O)n1CCCN1CCOCC1	1	102	-9	1	-3	109	3	0.0	2	0.3
Cc1[nH][nH]c(=O)c1C(c1ccc(-c2ccc(Cl)c(C(=O)O)c2)o1)c1c(C)[nH][nH]c1=O	-27	103	8	1.1	-4	98	-13	0.3	7	-0.4
O=C(Nc1cc(Cl)cc(Cl)c1)C(c1ccccc1)N1CCCCC1 (stereo not drawn)	7	96	0	0.91	5	103	-6	0.8	-4	-0.3
COc1ccc(-n2cnnc2SCC(=O)N2CCN(c3ccccc3)CC2)cc1	7	94	5	0.97	8	97	8	-0.1	-7	-0.2
CCOC(=O)C1CCCN(S(=O)(=O)c2ccc(S(=O)(=O)N(CC)CC)cc2)C1 (stereo not drawn)	-23	70	78*	1.2	31	35	2	3.0	5	0.9
CCN(C(=O)COC(=O)/C=C/c1cccc([N+](=O)[O-])c1)c1ccccc1	14	101	14	1.6	-3	91	-4	-1.7	-4	-0.3
Cc1[nH]c2ccc(CNS(=O)(=O)c3ccc(S(=O)(=O)N4CCOCC4)cc3)cc2c1C	-3	93	-5	0.92	8	103	-1	0.0	-6	-0.5
COc1cc(C(=O)Nc2ccccn2)cc(OC)c1OC	8	101	19	1.2	2	86	-10	1.2	1	-0.2

2 entries picked at random from those above:
SMILES	APP 5'UTR act	STAT1 activator	STAT3 inh	NF-kB expr up	STAT1 blocker	STAT3 activator	TLR4 MyD88 comp	DTT redox prof	HMGR II inh	Hsp70 activator
CCN(CC)S(=O)(=O)c1ccc(C)c(NC(=O)COc2ccc3c(C)cc(=O)oc3c2)c1	-15	94	6	0.92	6	99	-9	0.6	-11	-0.3
CCN(C(=O)COC(=O)/C=C/c1cccc([N+](=O)[O-])c1)c1ccccc1	14	101	14	1.6	-3	91	-4	-1.7	-4	-0.3

Next part:
SMILES	APP 5'UTR act	STAT1 activator	STAT3 inh	NF-kB expr up	STAT1 blocker	STAT3 activator	TLR4 MyD88 comp	DTT redox prof	HMGR II inh	Hsp70 activator
c1ccc(CCCNc2ncccn2)cc1	4	104	4	1.1	-4	100	-2	2.9	1	-0.1
CC(C)N1CCC(N2CCN(Cc3cnc(-c4ccccc4)s3)CC2CCO)CC1 (stereo not drawn)	2	97	4	1	2	102	-13	0.1	0	0.1
CC(OC(=O)c1ccc(F)cc1)C(=O)Nc1nc(-c2cccc([N+](=O)[O-])c2)cs1 (stereo not drawn)	-3	104	2	0.99	-4	100	-5	0.1	5	-0.2
c1ccc(C2=Nc3cccc4cccc(c34)N2)cc1	-8	95	-16	1.2	6	116	-11	1.2	0	-0.2
O=C(N1CCCCC1)N1CCN(C(=O)N2CCCCC2)CC1	30	91	18	1.1	7	91	-7	-0.8	2	-0.2
CCOC(=O)c1c(-c2ccc(OC)c(OC)c2)csc1NC(=O)C1CCCO1 (stereo not drawn)	-9	88	32	0.64	13	77	-5	-1.4	0	-0.2
CCN(Cc1ccccc1)Cc1cccc([N+](=O)[O-])c1	-8	102	1	0.97	-2	106	-1	-5.0	0	0.1
COc1cc(/C=C2\SC(=N)N(c3ccc(F)cc3)C2=O)ccc1O	14	102	10	1.1	-4	97	-7	-0.6	8	-0.2
CC(C)c1ccc(NC(=O)COC(=O)/C=C/c2cccc(Br)c2)cc1	-10	92	28	1.2	9	79	-9	-0.1	-15	-0.3
Cc1cc(Cl)ccc1NC(=S)NCc1ccc(Cl)cc1	-2	102	-2	1.2	-2	109	1	2.0	-5	-0.1
OCCNCCCOc1cc(Cl)ccc1Cl	-2	104	14	1.1	-6	90	7	0.0	0	0.0
Cc1noc(/C=C/N(C)C)c1S(=O)(=O)N1CCCC(C(=O)NCc2ccc(Cl)cc2)C1 (stereo not drawn)	-4	99	2	0.77	1	104	-8	-0.7	3	-0.4
O=C(NCCN1CCOCC1)[C@H](Cc1ccccc1)N1C(=O)c2ccccc2C1=O	18	96	3	0.97	4	98	-5	-6.6	-10	-0.4
CN(NC(N)=O)c1ncc(C(F)(F)F)cc1Cl	-16	106	11	0.99	-4	98	-3	1.9	-4	0.1
Cc1cc(C)c(C#N)c(SC(F)F)n1	-15	102	-9	0.99	-2	109	2	-3.1	-3	0.0
Cc1cc(/C=N/N2CCN(C)CC2)c(C)n1-c1ccccc1F	5	105	8	1.5	-7	95	1	-2.5	2	0.0
Cc1cccc(C)c1NC(=O)COC(=O)c1cccc2c1C(=O)c1ccccc1C2=O	16	110	14	0.99	-11	88	4	0.3	0	-0.5
O=C(COCc1ccccc1)N[C@@H](Cc1ccc(O)cc1)C(=O)O	-2	112	/	1.2	-11	/	2	0.8	3	-0.2
Cc1ccccc1NS(=O)(=O)c1cc(C(=O)Nc2cccc(N(C)S(C)(=O)=O)c2)ccc1C	6	93	10	0.78	8	96	-4	-4.2	-3	-0.2
COc1cc(CC(=O)OCC(=O)NCC(C)C)cc(OC)c1OC	-20	100	2	1.1	0	102	6	-1.8	5	-0.2
O=C(NC1(C(F)(F)F)NC(=O)N(CCc2ccccc2)C1=O)C1CC1 (stereo not drawn)	22	99	7	0.88	1	95	-7	-0.1	-4	-0.3
C[C@@H](C(=O)NCc1ccccc1)[C@@H]1C[C@@]1(C)[C@@H](NC(=O)OCc1ccccc1)c1ccccc1	8	97	-1	0.64	4	98	-9	0.2	-12	-0.5
CCc1nnc(NC(=O)C2(C)COC(c3ccccc3)OC2)s1 (stereo not drawn)	-7	100	4	1.2	-3	101	16	0.1	0	-0.1
O=C(CSc1nnc(-c2ccccc2O)o1)Oc1ccc(OCc2ccccc2)cc1	16	103	17	2	-3	88	-3	0.9	-3	-0.3
CC(=O)Nc1ccc(C(=O)N/C(=C/c2ccccc2)C(=O)Nc2cccc(C(=O)O)c2)cc1	0	110	7	1.2	-11	98	-4	0.8	-2	-0.1
Cc1ccc(Nc2nnc(SCC(=O)Nc3ccc(S(=O)(=O)N4CCOCC4)cc3)s2)cc1	12	97	3	1	3	99	3	-0.3	-2	-0.2
CN(C)C(=O)c1cc2cc(Br)ccc2s1	28	111	23	1.3	-11	81	-5	-2.4	-8	0.6
O=C(c1cccc(C(F)(F)F)c1)N1CCN(C2CCCCC2)CC1	10	93	0	0.93	8	104	-8	0.0	-3	-0.3
